Bioassay records as filed in PubChem BioAssay.
ARFGAP1 inhibitor: rat ARFGAP1 inhibition; Arfgap1-stimulated ARF1 GTP hydrolysis, GDP FP detection; AID 651572; Q62848; 360,000 tested, 0.26% active; inhibition, % at 16.5 µM;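 active = inhibition above a per-plate limit, mean inhibition of low control wells plus 3 SD, cut at about 25% in these data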;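 note: 0% = DMSO wells with enzyme and 100% = wells lacking Arfgap1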
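material = rat Arfgap1 catalytic domain, aa 1-136 | also added = human ARF1(Δ1-17)-GTP substrate | compound dosing = one concentration, 16.5 µM, DMSO 1.26% | times = GTP hydrolysis reaction 2 h at 25 °C | measured by = FP, GDP Alexa 633 tracer displaced from anti-GDP antibody, 620/688 nm | evaluation = percent inhibition of Arfgap1-stimulated GTP hydrolysis | replication = single well per compound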
KLK7 zymogen act: activators of human kallikrein-7 zymogen; purified proKLK7, EDANS-DABCYL substrate fluorescence; 100% is mature enzyme control, 0% vehicle; activation, % at 7 µM; 370,000 tested, 0.9% active;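 active = activation above the mean of all tested compounds plus 3 SD, computed per campaign excluding outliers beyond control limits, cut at about 13% in these data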
Target sequence (P49862 whole entry, looked up): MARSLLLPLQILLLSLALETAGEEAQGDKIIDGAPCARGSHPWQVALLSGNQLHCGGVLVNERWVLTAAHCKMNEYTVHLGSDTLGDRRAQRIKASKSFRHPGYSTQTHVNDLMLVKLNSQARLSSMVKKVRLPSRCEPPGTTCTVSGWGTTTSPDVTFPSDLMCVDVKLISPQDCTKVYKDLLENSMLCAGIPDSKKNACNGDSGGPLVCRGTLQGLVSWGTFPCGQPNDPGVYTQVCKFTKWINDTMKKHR
PLCb3 inh: PLC-beta3 (human) inhibition, primary screen; inhibition, % at 12.2 µM; Purified PLC-beta3, fluorogenic substrate, fluorescence; 370,000 tested, 0.18% active; in the data active = inhibition above about 11%;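 note: 0% = median of compound wells on plate and 100% = full blocker control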
Tn7 DDE FP: inhibitors of Tn7 peptide binding to human fibrin DD(E); P02675; FP displacement of FITC-Tn7 peptide from fibrin DD(E); 0% = median of compound wells per plate; inhibition, % at 8.3 µM; 370,000 tested, 0.13% active; AID 720508;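 active = inhibition above the mean of compounds falling within the control limits plus 3 SD of them, cut at about 14% in these data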;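 note: 0% = plate median of compound wells and 100% = 10 µM Aha-Tn7 peptide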
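assay system = human clot-derived fibrin DD(E) complex | quantity = Fibrin-DD(E) at 2 µM final | timing = 10 min preincubation, 3 h with tracer, room temperature | signal = fluorescence polarization | measure = percent inhibition | benchmarks = high control wells with 10 µM unlabelled Aha-Tn7 peptide (full inhibition) | replicates = singlicate testing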
ASAP1 GAP inh: inhibitors of human ASAP1 ArfGAP activity; inhibition, % at 16.5 µM; 360,000 tested, 0.19% active; Q9ULH1; ASAP1-stimulated ARF1 GTP hydrolysis, GDP FP detection; in the data active = inhibition above about 25%;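 note: 0% = vehicle with enzyme and substrate and 100% = no enzyme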
PLC-gamma1 inh: blocks human PLC-gamma1 enzyme activity | 370,000 tested, 0.84% active | inhibition, % at 12.2 µM | P19174 | purified PLC-gamma1, fluorogenic substrate, fluorescence; in the data active = inhibition above about 9.5%
DDE Tn6 FP inh: disrupts Tn6 cyclic peptide binding to fibrin D-Dimer-E complex. P02675. Fibrin DD(E) TRITC-Tn6 fluorescence polarization displacement. inhibition, % at 8.3 µM. 370,000 tested, 0.21% active;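 active = inhibition above a per-campaign cutoff: mean of compounds within control limits plus 3 SD, cut at about 15% in these data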;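 note: 0% = median of all compound wells on the plate and 100% = blocking peptide control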
UHRF1 binding: human UHRF1 methylated DNA binding inhibitors; Q96T88; UHRF1 binding to methylated oligo, TR-FRET; inhibition, % at 4.4 µM; 370,000 tested, 0.75% active; in the data active = inhibition above about 21%;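 note: UHRF1 SRA domain binding a hemimethylated CpG hairpin DNA probe; 0% = median of test compound wells and 100% = reference inhibitor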
Target sequence (Q96T88 whole entry, looked up, the tested form may be a part): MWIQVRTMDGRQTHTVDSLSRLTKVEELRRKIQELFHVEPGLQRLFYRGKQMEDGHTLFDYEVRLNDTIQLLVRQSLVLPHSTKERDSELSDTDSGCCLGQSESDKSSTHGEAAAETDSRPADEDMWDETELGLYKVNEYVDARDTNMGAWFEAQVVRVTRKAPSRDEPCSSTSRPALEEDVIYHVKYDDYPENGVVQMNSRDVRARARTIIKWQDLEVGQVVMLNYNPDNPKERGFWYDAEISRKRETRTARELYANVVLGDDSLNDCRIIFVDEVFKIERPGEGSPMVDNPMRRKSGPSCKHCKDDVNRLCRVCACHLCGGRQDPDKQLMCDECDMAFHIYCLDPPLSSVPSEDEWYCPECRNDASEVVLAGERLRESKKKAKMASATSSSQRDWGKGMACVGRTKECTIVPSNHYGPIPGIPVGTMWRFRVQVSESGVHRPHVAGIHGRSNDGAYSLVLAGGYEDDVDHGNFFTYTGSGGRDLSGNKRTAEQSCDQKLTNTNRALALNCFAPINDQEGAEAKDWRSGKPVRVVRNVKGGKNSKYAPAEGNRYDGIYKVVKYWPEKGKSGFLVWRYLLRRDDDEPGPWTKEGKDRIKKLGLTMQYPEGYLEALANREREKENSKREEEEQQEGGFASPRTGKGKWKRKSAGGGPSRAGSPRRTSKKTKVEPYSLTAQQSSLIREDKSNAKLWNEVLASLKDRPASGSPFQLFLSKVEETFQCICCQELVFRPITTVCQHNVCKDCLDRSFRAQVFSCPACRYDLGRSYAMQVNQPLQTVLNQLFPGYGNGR
sPLA2-III inh: Inhibits HGIII-sPLA2 liposome hydrolysis, primary screen; 370,000 tested, 0.56% active; inhibition, % at 12.2 µM; Q9NZ20; AID 743126; QFRET BODIPY PC-A2 liposome hydrolysis, fluorescence;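 active = inhibition above mean plus 3 SD of compounds lying within the high and low control bounds, cut at about 19% in these data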;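 note: 0% = median of test compound wells and 100% = no enzyme DMSO wells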
Rev-erbA mod: modulates human Rev-erb alpha binding to DNA; P20393; Rev-erbα–FITC-DNA binding, fluorescence polarization, 90 min; activity, % at 10 µM; 370,000 tested, 0.79% active;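 active = activity above about 14%, limit read from the data; passing the limit was not always enough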;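 note: 0% = DMSO wells with 35 nM protein and 100% = DMSO wells with 750 nM protein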
Active calls of the source: *; / = no result given.

SMILES	ARFGAP1 inhibitor	KLK7 zymogen act	PLCb3 inh	Tn7 DDE FP	ASAP1 GAP inh	PLC-gamma1 inh	DDE Tn6 FP inh	UHRF1 binding	sPLA2-III inh	Rev-erbA mod
Cc1c(C(Nc2ccccn2)c2ccccc2)c(=O)n(-c2ccccc2)n1C (stereo not drawn)	-6.0	-29.2	1.5	0.2	4.7	0.9	8.7	21.8*	-6.6	3.2
Cc1ccc(/C=C2/C(=O)N(c3ccccc3)C(=S)N2C)o1	-2.9	-0.4	-2.0	-4.6	-11.5	-2.0	-1.8	-1.9	-13.6	-3.1
COc1ccc(-n2c(-c3ccc(Cl)cc3)c[n+]3c2CCCCC3)cc1	3.7	0.7	-2.1	-1.1	1.5	-2.0	-1.1	-3.4	0.2	4.1
O=C(Nc1ccccc1)ON=C1c2ccccc2-c2ccccc21	-7.0	0.3	3.2	-5.2	-6.5	1.9	5.5	1.0	-12.0	-1.2
CCC[C@H]1CN(c2ccc(OC)cc2)C(=O)[C@@H]1CC(=O)NC	12.6	-0.5	8.3	-2.6	1.7	6.4	1.0	-0.7	4.4	-1.9
Nc1ccc(S(=O)(=O)NCC2CCCCO2)cc1 (stereo not drawn)	5.6	-0.3	-1.8	5.1	1.6	-2.5	-7.5	2.1	13.7	3.2
NS(=O)(=O)c1ccc(NC(=O)C2Cc3ccccc3C(=O)O2)cc1 (stereo not drawn)	-1.4	0.3	6.1	-9.4	9.3	2.0	5.4	-4.6	2.8	-1.4
O=C(CCc1c[nH]c2ccccc12)Nc1ccc(S(=O)(=O)Nc2ncccn2)cc1	8.8	-0.1	-14.6	1.6	-4.1	-1.7	-3.2	2.0	-32.7	3.4
COc1cc(C2NC(=S)NC(c3ccccc3)=C2C(C)=O)cc(Cl)c1OCC(=O)O (stereo not drawn)	1.5	0.1	2.3	-1.2	6.1	-1.9	2.5	-0.1	5.9	1.1
CCN(CC)c1ccc(NC(=O)c2cccc(C)c2)cc1S(=O)(=O)Nc1ccccc1OC	14.4	-3.3	-3.0	-1.6	9.5	-3.7	-1.1	0.5	-20.5	-4.9
O=c1[nH]c2ccccc2n2c(-c3ccccc3)nnc12	3.1	-4.5	-11.8	-3.3	11.6	-6.2	-6.0	-4.3	-6.9	0.6
C/C(=N/NC(=O)c1ccco1)c1cccc(NC(=O)c2ccc(C)s2)c1	-4.7	0.5	-0.9	-5.6	-3.7	-2.6	0.8	-2.6	-1.9	0.1
COc1cccc(CNC(=O)CCS(=O)(=O)c2cccc3nsnc23)c1	5.0	0.4	1.7	1.2	18.1	-2.2	-3.8	-0.1	9.8	2.1
CCN(CC)S(=O)(=O)c1ccc(N2CCCC2)c(NC(=O)Cc2c(F)cccc2Cl)c1	3.3	0.2	-9.2	8.7	9.0	-4.3	-2.6	1.9	7.1	-1.2
Cc1sc2ncn(C(C)C(=O)OC3CCCCC3)c(=O)c2c1C (stereo not drawn)	4.0	0.7	3.7	-9.5	-9.5	3.0	1.7	1.9	-6.4	1.6
Cc1cc(S(=O)(=O)N2CCCOC2CNC(=O)C(=O)NCCc2ccco2)ccc1F (stereo not drawn)	2.6	-0.4	-6.2	3.1	2.4	0.9	5.2	-1.4	-0.3	5.9
COc1ccc(S[C@]2(C(=O)N(C)C)CC(=O)N(C(=O)/C=C/c3ccccc3)[C@@H]2c2ccc(OC)cc2)cc1	/	-0.2	0.3	-2.4	/	3.7	-8.9	-2.3	-6.1	0.6
CC1CCC2(CC1)NC(=O)N(CC(=O)Nc1ccc3c(c1)OCCO3)C2=O (stereo not drawn)	15.8	-0.1	0.9	-5.9	-5.8	0.1	-12.9	3.5	2.6	1.2
O=C(NC1CC1)C1=C[C@H](c2ccccc2)C[C@H](OCc2ccc(CO)cc2)O1	-7.8	0.2	-0.7	-0.6	1.3	1.2	-4.8	-3.0	-5.8	4.7
CCN(CC)CCCNC(=S)Nc1ccc(Br)cc1	9.8	-0.1	2.9	-2.7	6.7	-1.6	1.4	1.8	-1.3	-2.1
CCOC(=O)c1c(N/C=C(\C#N)c2nc(-c3ccc(OC(C)=O)cc3)cs2)sc2c1CCC2	2.4	-0.4	-1.2	1.6	-5.2	-2.1	10.8	1.0	5.0	3.7
CC1(c2ccccc2Cl)NC(=O)N(CC(=O)NC(=O)NCc2ccco2)C1=O (stereo not drawn)	-9.7	-0.4	-3.6	2.0	-3.3	-0.1	2.9	0.1	-2.4	1.0
COc1ccc(OC)c(-c2nc(CN3CCN(C(=O)c4ccco4)CC3)c(C)o2)c1	5.8	0.8	-22.2	-4.9	-15.9	-12.4	4.3	0.0	-3.5	1.0
FC(F)(F)c1cnc2c(-c3ccc(Cl)cc3Cl)noc2c1	-5.2	0.9	-5.0	-0.5	-0.6	1.4	0.2	-0.2	5.8	5.3
CC[C@]12c3[nH]c4ccc(Cl)cc4c3CCN1C(=O)[C@@H](CC(=O)NCCc1ccccn1)C[C@@H]2C(=O)N1CCN(C(=O)C2CC2)CC1	-3.8	0.4	-2.6	8.0	-21.3	-0.6	5.5	-0.9	0.9	0.4
SMILES	ARFGAP1 inhibitor	KLK7 zymogen act	PLCb3 inh	Tn7 DDE FP	ASAP1 GAP inh	PLC-gamma1 inh	DDE Tn6 FP inh	UHRF1 binding	sPLA2-III inh	Rev-erbA mod
COc1ccc(C(=O)Nc2cc3c4c(c2)C(C)C(=O)N4CCC3)cc1 (stereo not drawn)	1.9	-0.1	-7.4	2.7	-5.2	-2.7	-1.1	3.3	-10.3	-5.0
C#CCOCCOCCOCCNc1nc(N2CCN(C(=O)Cn3cc(CCCN=C(N)N)nn3)CC2)nc(N2CCN(C(=O)[C@H](CCCCN)n3cc(CC(C)O)nn3)CC2)n1 (stereo partly drawn)	4.4	0.8	2.8	-5.5	0.7	0.9	-5.1	1.6	2.3	0.5
Cc1cccc(NS(=O)(=O)c2ccc(C)c(C(=O)NCC(c3ccccc3)N(C)C)c2)c1 (stereo not drawn)	4.4	0.0	-8.5	-0.3	-3.9	2.6	-5.2	2.1	-19.9	-4.6
CCN(CC)C(=O)c1sc(NC(=O)C(C)C)c(C#N)c1C	-11.7	-0.8	0.7	-10.5	-3.2	2.0	1.9	-0.4	0.5	0.6
COc1ccc(C(=O)N2CCN(C(=O)Cc3ccccc3)CC2)cc1	-2.1	-0.2	0.2	2.2	-1.8	0.1	6.0	-3.5	-2.3	9.5
CCN(CC)S(=O)(=O)c1ccc(OC)c(NC(=O)c2ccc(N3CCCC3=O)cc2)c1	-10.9	-0.4	4.5	0.2	0.6	5.2	1.0	0.5	-2.4	0.6
C=CCN(CC(=O)NC1CCS(=O)(=O)C1)S(=O)(=O)c1ccccc1C(F)(F)F (stereo not drawn)	22.6	-0.3	1.6	1.4	-0.2	6.8	-4.6	1.2	2.4	-2.8
CC(C)(C)OC(=O)N/N=C/c1cn(-c2ccccc2)nc1-c1cccnc1	13.0	-0.3	-0.4	2.3	-1.0	0.7	2.4	-1.7	0.7	-0.7
Nn1c(SCC(=O)NCCC2=CCCCC2)nnc1-c1cccnc1	-2.9	0.2	-16.4	1.2	-2.2	-9.5	-1.8	-0.5	-8.0	1.6
Cc1ccc2nc(N3CCN(S(=O)(=O)c4ccc(C)c(Cl)c4)CC3)c(C#N)cc2c1	13.5	-0.1	-3.2	-2.7	-10.6	-1.6	-1.7	-4.7	-0.9	189.4*
COc1cc(NC(=O)c2cccs2)c(C(=O)OCC(=O)c2cc(C)n(-c3ccccc3)c2C)cc1OC	8.5	0.7	-1.0	-1.5	-1.0	-3.6	-0.6	0.2	-0.4	18.2
N#Cc1ccc(S(=O)(=O)NC[C@H]2O[C@@H](n3ccc(N)nc3=O)[C@H](O)[C@@H]2O)cc1	-0.9	0.0	3.1	5.3	-7.0	1.9	-3.8	14.9	2.9	1.7
CCOC(=O)C1(C)CCCCCN1C(=O)c1csnn1 (stereo not drawn)	-2.8	0.4	0.9	1.9	0.1	3.1	3.8	-2.3	-1.0	5.9
Cc1cc(C(=O)CS(=O)(=O)c2ccccc2)cc(C)c1O	6.7	-0.1	-4.2	0.1	2.2	-1.9	-4.4	-0.2	-7.4	-0.2
COc1ccccc1OC(=O)c1ccc(SC)cc1OC	-6.0	0.4	5.0	-5.0	-6.0	3.6	4.8	2.2	-8.7	-2.5
C[C@@H]1CCCCO[C@H](CN(C)C(=O)Nc2ccc3c(c2)OCO3)[C@@H](C)CN([C@H](C)CO)C(=O)c2cc(NS(=O)(=O)c3ccc(F)cc3)ccc2O1	2.0	0.1	-5.9	6.7	12.4	-0.3	-9.8	1.2	-18.6	1.4
CCCN(CCC(=O)Nc1ccccc1F)CC1CC1	8.2	1.1	-14.9	-4.1	-5.1	-13.0	-5.4	-1.2	0.8	-2.6
Cc1ccc(Oc2ncc(CN3CCOCC3)s2)cc1	7.8	0.4	5.2	-4.3	-0.8	0.0	-1.8	-1.3	1.3	-2.4
O=C(CSc1nc2c(c(=O)[nH]1)CCC2)Nc1cccc(F)c1	-1.4	0.3	-6.3	4.8	3.5	-0.4	1.8	0.4	-2.2	-0.9
COc1ccc(S(=O)(=O)NCc2cc(=O)n(C)c(=O)n2C)cc1C	-2.0	0.3	0.2	4.7	3.8	-0.9	4.1	0.1	2.4	-1.0
COC(=O)Cn1cc(C(=O)C(C)(C)C)c2ccccc21	-7.5	0.2	-0.6	0.1	5.2	-0.2	0.1	-2.7	-3.3	-5.4
Cc1ccc2c(c1)N(CC(=O)Nc1ncccc1C)C(=O)C(C(C)C)O2 (stereo not drawn)	0.1	-0.9	-9.6	4.5	2.0	-1.7	6.2	1.3	10.5	-0.9
COc1ccc(-c2n[nH]c3c2CN(C(=O)c2ccccc2)CC3)cc1	4.0	-0.4	-8.9	2.6	9.4	0.0	10.3	-0.8	-4.5	-2.2
CCC(CO)n1cnnc1-c1ccncc1 (stereo not drawn)	3.1	0.2	0.4	-0.7	3.1	-0.7	9.0	-0.6	1.5	5.2
Cc1cccc(N2CCN(S(=O)(=O)c3ccc(S(=O)(=O)N4CCCC4)cc3)CC2)c1C	-0.3	0.7	2.0	2.0	6.5	1.8	0.8	0.8	3.2	4.0
COc1cccc(C(=O)N2CCN(c3ncccn3)CC2)c1	10.3	-0.9	0.4	1.6	9.7	-0.7	1.0	-3.0	6.7	3.3
CS(=O)(=O)/C(C#N)=C/c1cccn1S(=O)(=O)c1ccccc1	3.9	0.4	-7.8	6.5	-5.8	-3.4	-3.6	2.4	6.5	-0.5

Among those listed so far, these have a CF3 group.
SMILES	ARFGAP1 inhibitor	KLK7 zymogen act	PLCb3 inh	Tn7 DDE FP	ASAP1 GAP inh	PLC-gamma1 inh	DDE Tn6 FP inh	UHRF1 binding	sPLA2-III inh	Rev-erbA mod
FC(F)(F)c1cnc2c(-c3ccc(Cl)cc3Cl)noc2c1	-5.2	0.9	-5.0	-0.5	-0.6	1.4	0.2	-0.2	5.8	5.3
C=CCN(CC(=O)NC1CCS(=O)(=O)C1)S(=O)(=O)c1ccccc1C(F)(F)F (stereo not drawn)	22.6	-0.3	1.6	1.4	-0.2	6.8	-4.6	1.2	2.4	-2.8
